Bioassay records deposited in PubChem by several laboratories.
p-CIP stab down – compounds decreasing mouse p/CIP protein stability | F442A p/CIP-EGFP cells, EGFP fluorescence, 16 h | decrease of EGFP signal, % at 10 µM | actives 0.01% (n = 290,000);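 active = EGFP signal decrease of at least 30% at 10 µM or well 3 SD below plate mean, unless failing retest; inactive = the rest, including hits failing retest or dose response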; note: some compounds called inactive have numbers as strong as hits; many of its hits are not listed in these tables
NALP1 yeast inh – NALP1 inhibition. S. cerevisiae NALP1/ASC/caspase-1 growth, X-gal OD620, 72 h. inhibition, % at 10 µM. actives 0.61% (n = 280,000); in the data active = inhibition mostly above about 24%, no sharp cut-off; inactive = mostly below about 32%; note: some compounds called inactive have numbers as strong as hits
VIM-2 inh – blocks Pseudomonas aeruginosa VIM-2 metallo-beta-lactamase | purified VIM-2, nitrocefin hydrolysis, epi-absorbance fluorescence | inhibition, % at 5.6 µM | AID 1527 | actives 0.89% (n = 290,000);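 active = inhibition above the mean of all tested compounds plus 3 SD, cutoff set per screening run, cut at about 7.5% in these data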;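 note: red hydrolysis product quenches plate fluorescence so inhibitors raise well fluorescence; 0% = enzyme with DMSO and 100% = DMSO without enzyme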
IDE cell activ – IDE (human) activation, cell-based; HEK cells, FAbeta-B cleavage, fluorescence polarization; 0% vehicle, 100% cell-free pure enzyme wells; activation, % at 5.96 µM; actives 0.073% (n = 340,000); AID 493087;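 active = activation above the mean of all tested compounds plus 3 SD, set per screening campaign, cut at about 17% in these data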
IDE cell inh – cellular human IDE inhibition. actives 0.41% (n = 320,000). inhibition, % at 5.59 µM. HEK cells, FAbetaB cleavage, fluorescence polarization. P14735;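 active = percent inhibition above the average of all tested compounds plus 3 SD, set per screening campaign, cut at about 16% in these data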;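 note: IDE supplied by intact live HEK cells; FP after avidin binding of uncleaved biotin substrate so inhibition keeps polarization high; 0% = DMSO wells and 100% = 60 µM reference IDE inhibitor Ii1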
GPR7 antag – antagonists of human GPR7 (neuropeptides B/W receptor 1); P48145; actives 1.1% (n = 290,000); inhibition, % at 4.4 µM; GPR7-expressing cells, fluorescence antagonist assay; in the data active = inhibition above about 16%, passing the limit was not always enough;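 note: cells stimulated with the agonist NPW; 0% = agonist with vehicle and 100% = vehicle without agonist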
Target sequence (P48145 whole entry, looked up): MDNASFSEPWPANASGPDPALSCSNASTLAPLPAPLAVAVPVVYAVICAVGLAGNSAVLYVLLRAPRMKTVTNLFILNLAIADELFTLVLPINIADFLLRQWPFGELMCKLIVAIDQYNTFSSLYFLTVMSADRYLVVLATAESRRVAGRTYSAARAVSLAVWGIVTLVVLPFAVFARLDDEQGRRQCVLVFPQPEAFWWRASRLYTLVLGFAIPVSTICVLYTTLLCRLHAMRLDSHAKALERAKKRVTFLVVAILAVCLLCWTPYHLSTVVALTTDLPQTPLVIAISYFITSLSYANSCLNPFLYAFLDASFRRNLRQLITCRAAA
PfM18AAP inh – PfM18AAP enzyme inhibition. recombinant PfM18AAP, H-Glu-NHMec fluorogenic cleavage. inhibition, % at 7.35 µM. actives 1.2% (n = 290,000). AID 1822;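 active = inhibition above the campaign mean inhibition over all tested compounds plus 3 SD, cut at about 28% in these data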;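 note: 0% = plate median of test compound wells and 100% = 2 mM ZnCl2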
IMP-1 inhibitor – blocks Pseudomonas aeruginosa IMP-1 metallo-beta-lactamase. purified IMP-1, nitrocefin hydrolysis, epi-absorbance fluorescence. inhibition, % at 5.6 µM. actives 0.45% (n = 290,000). AID 1556;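 active = inhibition above the mean plus 3 SD of all compounds in the same screening run, cut at about 4.5% in these data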;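 note: 0% = IMP-1 with DMSO and 100% = DMSO wells lacking enzyme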
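Test system: recombinant IMP-1 enzyme, purified / Medium: HEPES buffer pH 7.1 with ZnSO4 and Brij 35 / Doses: single dose, 5.6 µM / Times: 25 °C, 15 min preincubation, 25 min reaction / Detection: Epi-absorbance via hydrolysed-nitrocefin quenching of white-plate fluorescence, 480/530 nm, EDTA stop / Evaluation: percent inhibition from optical density relative to buffer-blank wells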
PHOSPHO1 block – inhibitors of human PHOSPHO1 phosphatase; Q8TCT1; inhibition, % at 13.3 µM; actives 1.1% (n = 290,000); recombinant PHOSPHO1, absorbance phosphatase assay; AID 1565; in the data active = inhibition above about 60%
Target sequence (Q8TCT1 whole entry, looked up): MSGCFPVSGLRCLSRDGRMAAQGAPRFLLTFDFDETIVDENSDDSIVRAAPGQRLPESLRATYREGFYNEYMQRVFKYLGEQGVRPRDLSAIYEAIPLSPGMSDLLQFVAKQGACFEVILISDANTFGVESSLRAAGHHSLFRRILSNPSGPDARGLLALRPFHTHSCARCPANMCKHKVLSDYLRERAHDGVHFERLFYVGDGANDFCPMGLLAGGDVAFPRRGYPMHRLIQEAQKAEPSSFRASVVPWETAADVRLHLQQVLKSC
* hit, by the source's call; · = not tested or not shown.

SMILES	p-CIP stab down	NALP1 yeast inh	VIM-2 inh	IDE cell activ	IDE cell inh	GPR7 antag	PfM18AAP inh	IMP-1 inhibitor	PHOSPHO1 block
Cc1cc(NC(=O)CCCn2cc([N+](=O)[O-])cn2)n(Cc2ccc(F)cc2)n1	10	16	-1.1	4	0	15	7	-2.3	1
CSc1nc(Sc2cccc(Cl)c2)c2ccccc2n1	1	0	-6.7	1	-1	-1	-3	-1.4	-1
Cc1cc(N2C(=O)C(O)=C(C(=O)c3ccco3)C2c2cccc(Cl)c2)no1 (configuration not stated)	-3	21	2.1	5	-1	-3	9	-0.6	40
CCOCCCNC(=O)C(NC(=O)Cc1cccs1)c1ccc(C)cc1 (configuration not stated)	6	-2	-2.1	5	0	-4	-5	-2.2	4
CCOc1ccc(-n2nc3c(=S)[nH]nc(C)c3c2C)cc1	-6	13	1.4	4	-1	-14	-2	-1.9	12
O=S(=O)(c1ccc2ccccc2c1)N1CCOCC1	-14	20	0.6	-3	-2	-3	-17	-0.9	22
Cc1cc(C)nc(SCc2nc3ncccn3c2Br)n1	-11	-9	-2.1	-6	-2	3	3	-1.3	40
COc1ccc(C)cc1S(=O)(=O)N(C)CC(=O)NC1CC1	2	6	-3.9	6	0	10	10	-2.1	8
Cc1ccc(NC(=O)CCC(=O)NNC(=O)c2cccs2)c(C)c1	-9	12	-0.3	6	-2	-21	-2	-0.4	34
COc1ccc(C(=O)O/N=C(/c2cccs2)C(C)(C)C)cc1	-7	9	0.7	8	5	-23	-4	-0.5	21
CCCCOc1ccc(CN=C(N)N)cc1Cl	-16	·	-1.5	-2	-3	-8	-2	0.9	32
CCOC(=O)c1[nH]c(C)c(C(=O)OCC(=O)NC(=O)NC(C)(C)C)c1C	-5	7	-0.7	2	0	-3	-15	-2.8	11
OC(CN1C2=NCCCN2c2ccccc21)c1ccc2c(c1)OCO2 (configuration not stated)	-11	-2	-4.6	4	0	-2	-4	-1.9	10
CC(C)(C)c1ccc(S(=O)(=O)NCC(=O)N2CCN(C(=O)c3ccco3)CC2)cc1	11	7	-2.3	4	1	-8	-2	-2.5	-31
CCNC(=O)CSc1nc2ccccc2c(=O)n1-c1cccc(OC)c1	-2	-2	-0.9	2	0	-13	2	-1.3	33
O=C(CN1CCN(c2ccc(Cl)cc2)CC1)Nc1ccc(F)c(F)c1	5	-12	-0.8	1	3	20	-7	0.7	-8
Cc1ccc(NS(=O)(=O)c2ccc3c(c2)NC(=O)C(C)C(=O)N3)cc1C (configuration not stated)	1	6	-2.5	-3	6	-13	-3	-0.5	23
Cc1ccc(N(C(=O)C2COc3ccccc3O2)C(C(=O)NC2CCCCC2)c2cn(C)nc2C)cc1 (configuration not stated)	-11	24	-3.7	·	2	-9	3	-2.4	3
Cc1cc(C)n2nc(C(=O)Nc3cccc(S(=O)(=O)N(C)c4ccccc4)c3)nc2n1	2	·	-1.8	-3	-4	-8	-8	-4.0	11
O=C(CN1CCN(c2ccccc2F)CC1)c1ccc2c(c1)OCO2	-4	-11	-4.5	2	11	-9	7	-2.9	39
O=C(c1ccccn1)N1CCCC(N2CCN(Cc3ccc4c(c3)OCO4)CC2)C1 (configuration not stated)	-1	12	-2.8	2	4	-4	1	-1.0	42
Brc1ccc(CN2CCN(Cc3c[nH]c4ccccc34)CC2)cc1	1	29	-0.1	7	2	21	3	0.4	31
COc1cccc(OC)c1C(=O)Nc1c(C)n(C)n(-c2ccccc2)c1=O	10	-16	-0.6	0	1	7	-5	0.5	3
Cc1ccc(OCC(=O)NC2CC(C)(C)NC(C)(C)C2)cc1C	-25	-3	0.8	5	4	-5	-3	-0.3	11
CCCc1cc(=O)oc2cc(OC(C)C(=O)NCC3CCC(C(=O)O)CC3)ccc12 (configuration not stated)	-2	17	-2.4	6	-1	6	-2	-2.3	34
CC(C)CCn1c(SCCN2CCOCC2)nc2c1c(=O)[nH]c(=O)n2C	-21	-5	-1.2	-1	-4	7	1	-0.3	3
Cc1ccc(OCCn2cnc3c2c(=O)n(C)c(=O)n3C)cc1	-9	10	-2.9	2	8	-5	-1	-2.9	23
CCN1CCN(C(=S)c2ccc(SC)cc2)CC1	-8	14	-4.9	-4	6	-2	31*	-3.3	40
COC(=O)[C@H](Cc1ccccc1)NC(=O)NC(C)CCc1ccccc1 (some centres not stated)	0	0	-3.2	5	4	22	2	-4.3	·
CCCC1=C(C(=O)OCC)C(c2ccccc2OC)NC(=O)N1 (configuration not stated)	-13	-4	-3.3	8	7	-18	-4	-0.6	-12
Cc1ccc(NC(=O)c2cccs2)cc1NC(=O)c1ccco1	-7	-21	0.9	-3	3	-6	-1	-1.9	-25
O=C(Nc1nnc(C2CC2)s1)c1ccc(Cl)c(S(=O)(=O)N2CCc3ccccc3C2)c1	-5	5	-2.1	-2	-1	-5	-3	-1.0	2
CCCCN1C(=O)C(NC(C)=O)c2ccccc21 (configuration not stated)	2	28	2.8	2	-10	26*	11	-1.1	-14
O=C(Nc1ccccc1C(=O)O)c1cc(S(=O)(=O)Nc2cccc(F)c2)ccc1Cl	1	-4	-2.7	7	-2	-13	1	-3.9	40
Cc1ccc(S(=O)(=O)c2nc(NC3CCS(=O)(=O)C3)sc2Cl)cc1 (configuration not stated)	-3	-14	-3.4	1	-8	5	-7	-2.6	12
CCOP(=O)(O)c1ccccc1OCCOc1ccccc1P(=O)(O)OCC	1	22	-2.7	3	1	-6	-2	-1.8	7

The last three records of the part above open the next one:
SMILES	p-CIP stab down	NALP1 yeast inh	VIM-2 inh	IDE cell activ	IDE cell inh	GPR7 antag	PfM18AAP inh	IMP-1 inhibitor	PHOSPHO1 block
O=C(Nc1ccccc1C(=O)O)c1cc(S(=O)(=O)Nc2cccc(F)c2)ccc1Cl	1	-4	-2.7	7	-2	-13	1	-3.9	40
Cc1ccc(S(=O)(=O)c2nc(NC3CCS(=O)(=O)C3)sc2Cl)cc1 (configuration not stated)	-3	-14	-3.4	1	-8	5	-7	-2.6	12
CCOP(=O)(O)c1ccccc1OCCOc1ccccc1P(=O)(O)OCC	1	22	-2.7	3	1	-6	-2	-1.8	7
O=C(/C=C/c1ccco1)N(Cc1cccc(Br)c1)C1CCS(=O)(=O)C1 (configuration not stated)	-4	·	-0.4	0	-2	-11	-17	-0.9	23
CC(C)N(C(=O)CSc1nc2ccccc2n1-c1ccccc1)C(C)C	4	14	1.3	-3	4	7	-10	-2.1	-74
COC(=O)CN1C(=O)C(C)(C)Oc2ccc(C(=O)NC3CCCC3)cc21	-9	22	-1.9	0	0	2	-4	-1.0	-18
O=C(CCS(=O)(=O)c1ccc(Cl)cc1)N1CCCc2ccccc21	-6	0	1.4	5	-7	0	-4	-1.6	35
CCC1(C)Cc2c(sc3nn[nH]c(=O)c23)CO1 (configuration not stated)	2	-2	-3.4	6	4	-2	-29	-0.3	33
COc1ncnc(OC)c1S(=O)(=O)NCc1ccccc1	14	1	-3.3	-1	6	10	-7	-1.6	6
Cc1ccc(-n2c(O)c(/C=N/Nc3ccc(S(=O)(=O)N4CCOCC4)cc3[N+](=O)[O-])c3ccccc3c2=O)c(C)c1	-1	31	-1.5	8	3	0	-6	-3.7	-13
O=C(NCCc1c[nH]c2ccccc12)C1CCN(S(=O)(=O)c2ccccc2)CC1	-8	36	-2.0	-2	1	-12	-5	-3.1	22
COc1ccc(C(=O)NC(=S)NCc2cccnc2)cc1Cl	10	-24	-1.1	4	-5	1	1	-1.1	14
COc1ccc(C)cc1-n1nnnc1SCC(=O)Nc1cccnc1Cl	-11	19	-3.8	3	1	12	-8	-4.0	16
CCCOc1ccccc1-c1nc2c([nH]1)c(=O)[nH]c(=O)n2C	-3	26	0.5	-5	7	-2	-11	-2.6	19
O=C(O)CC(c1ccc(OC2CCCC2)cc1)N1C(=O)c2ccccc2C1=O (configuration not stated)	2	20	1.8	3	2	-3	-1	-1.0	18
CCN(c1ccccc1)S(=O)(=O)c1csc(C(N)=O)c1	-4	5	-2.6	-1	0	-9	0	0.2	38
O=C(Nc1cnc2sc3c(n2c1=O)CCCC3)c1ccc(F)cc1	-8	4	-2.4	-1	3	-18	-6	-3.7	16
Cn1c(N)c(-c2ccccc2)c2ccc([N+](=O)[O-])cc2c1=O	-50	10	-0.6	-9	25*	8	2	-1.8	23
O=C(CSc1nnc(CNc2ccccc2)o1)N1CCN(C(=O)c2ccco2)CC1	-8	7	-2.6	-1	0	-3	-6	-5.8	6
CC(=O)C1=NN(c2ccccc2)C(c2cccs2)N1c1ccc(N(C)C)cc1 (configuration not stated)	-26	10	-1.9	-4	-4	1	-2	-2.2	-25
Cc1cc(C)n(-c2nnc(C)n2/N=C/c2cc(Br)ccc2OCc2ccccc2)n1	4	40	-0.5	12	8	11	-1	-5.0	-12
CCN(C(=O)/C=C/c1ccc2c(c1)OCO2)c1ccccc1	5	36	-3.1	-5	1	-3	1	-1.2	11
CCC(C(=O)NC1CCCC1)n1c(SCc2cccc(C)c2)nc2ccncc21 (configuration not stated)	2	30	-1.5	-4	6	-13	-7	-0.8	1
CCOc1cc(/C=N/Nc2ccc(C(=O)O)cc2)ccc1OC(=O)c1ccccc1C	-5	·	-2.4	3	-3	3	3	-1.4	8
COc1ccc(S(=O)(=O)N(Cc2nc3ccccc3c(=O)[nH]2)C2CCCC2)cc1	2	10	-3.7	0	-3	-13	4	-3.5	-3
CC(C)Sc1oc(-c2ccco2)nc1S(=O)(=O)c1ccccc1	8	-63	-1.4	3	3	-7	-3	0.3	-14
O=C(CCn1c(=O)oc2ccccc21)Nc1cccc(Br)c1	-6	2	-2.3	0	-1	0	-2	-0.6	48
COc1ccc(CN(C)Cc2nc(Cc3cccc(F)c3)no2)c2cccnc12	-15	18	-1.1	3	-3	30*	3	-0.1	16
Cc1ccc(Cl)cc1NC(=O)c1cc(S(=O)(=O)N2CCOCC2)cn1C	10	20	-1.8	1	-2	-10	0	-5.7	-4
COC(=O)C1=C(C)NC(=O)CC1c1cc(Br)ccc1F (configuration not stated)	0	0	1.2	-1	4	-9	1	-5.4	17
CCOC(=O)c1[nH]c2ccc(F)cc2c1N=C(C)N(CC)CC	-8	5	-4.3	2	-1	-14	-15	-4.0	-8
CCOc1ccccc1N1CCN(CC(=O)Nc2nnc(CC)s2)CC1	-6	15	-5.4	4	-3	-9	-1	-5.4	10
O=C(NCc1ccco1)c1cc([N+](=O)[O-])ccc1Cl	-3	-2	1.6	3	6	9	0	0.7	-17
COc1cc(O)c(C(CCN2CCCCC2)c2ccc(N(C)C)cc2)c(OC)c1 (configuration not stated)	0	-10	·	0	2	·	·	·	31
CC(=O)Nc1ccc(S(=O)(=O)N2CCN(CC3CC4C=CC3C4)CC2)cc1 (configuration not stated)	-14	5	-0.4	4	1	14	-7	0.4	8
CC(=O)c1cnc2nc(SCc3ccccc3)nn2c1C	-15	18	-1.0	-3	6	-22	1	-2.0	·
N/C(Cn1cncn1)=N\OC(=O)c1ccc(Cl)cc1	2	-5	-0.7	-5	-2	-2	5	-2.9	42
Cc1cccc(NC(=S)NNC(=O)c2cc3c(s2)CCC(C)C3)c1C (configuration not stated)	0	-8	-2.9	-1	3	-17	-7	-2.8	3
